West Nile virus CPE: West Nile virus antiviral activity, cell-based, CPE readout (AID 1621) | CPE inhibition, % at 10 µM; hits with a dose series show IC50 in µM | West Nile virus-infected cells, CPE inhibition; higher % means a stronger effect | actives 0.02% (n = 290,000); in the data active = a potency from the dose series; inconclusive = CPE inhibition mostly from about 3.7% at the one dose, without a potency; inactive = the rest, 99 in 100 with CPE inhibition below about 2.2%; also: strong numbers were not always called active
WT yeast gro inh: growth inhibition of WT yeast, mitochondrial fusion screen | mitochondrial fusion phenotypic screen, WT strain | AID 1362 | actives 2.1% (n = 190,000) | inhibition, % at 10 µM; in the data active = inhibition above about 58%; tested in S. cerevisiae
Ins promoter up: MIN6 insulin promoter up-regulation. AID 1625. MIN6 insulin promoter-GFP reporter, high-content imaging; stronger effect = higher value. actives 0.3% (n = 190,000). z-score at 5 µM;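 active = z-score above 3 at 5 µM with at least 500 cells counted in the well; inconclusive = wells under 500 cells, flagged as cytotoxic or low count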
MT stabilize HCS: stabilizes microtubules in HeLa cells; HeLa tubulin immunostaining HCS, 24 h; share of cells brighter than vehicle mean+2SD; % tubulin-high responders, % at 10 µM; actives 0.83% (n = 200,000);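 active = plate Z-score above 3 for both tubulin-high and condensed-nucleus cell shares, with cell loss under 80%, at 10 µM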;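 also: anti alpha tubulin signal scored within the nucleus-defined area of each cell; some results filed as inactive read as strong as hits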
b-catenin transl: beta-catenin nuclear translocation modulation; HeLa beta-catenin nuclear translocation, immunofluorescence imaging; nuclear translocation activity, % at 5 µM; actives 0.3% (n = 190,000); AID 1665;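 active = nuclear translocation activity above 50% at 5 µM, with a well cell count of 50 or more; inconclusive = wells under 50 cells across six images, flagged as toxic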;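 also: per-cell ratio of nuclear to cytoplasmic median beta-catenin stain intensity; plate controls were DMSO negative control for no effect and GSK-3 inhibitor IX positive control for full effect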
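Test system: human HeLa cells, native beta-catenin. Compound dosing: 5 µM primary single dose, 0.1% DMSO, 0.02–20 µM confirmation series. Incubation: compound exposure 24 h at 37°C. Detection: beta-catenin immunostaining with DAPI counterstain, 20x imaging, 6 fields/well. Read-out basis: Nuclear/cytoplasmic beta-catenin signal ratio, % activation.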
Hep lipid drop: modulators of hepatic lipid droplet formation; AML12 mouse hepatocytes, oleate lipid droplets, BODIPY imaging; inhibition, % at 6.5 µM; actives 0.4% (n = 240,000);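 active = lipid droplet intensity inhibited by at least 50%, with more than 500 cells counted; inconclusive = wells with under 300 cells, treated as cytotoxic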
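Test system: AML12 mouse liver cells; schedule: overnight exposure; technique: high-content imaging of BODIPY-stained droplets and DAPI nuclei; read-out: % inhibition of corrected integrated BODIPY droplet signal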
Myeloid diff MLP: compounds promoting myeloid differentiation; ER-HoxA9 myeloid progenitors, lysozyme-GFP differentiation, flow cytometry; calls only at 10 µM; actives 1% (n = 360,000);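 active = normalized GFP-positive differentiation at or above the plate's own cutoff, the solvent-only control mean plus 3 SD; inconclusive = no clear call, values can overlap the other calls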;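 also: cells exposed to compound for four days before flow analysis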
Autophagy HCS: autophagy modulation, high-content screen; MEF GFP-LC3 puncta imaging; test concentration mostly 10 µM; calls only at 10 µM (by protocol); actives 0.98% (n = 190,000);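 active = percentage of spot-positive cells more than 3 SD above its plate mean, without a fluorescence outlier flag or 80% toxicity; inconclusive = no clear call, values can overlap the other calls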;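 also: spot-positive cell cutoff set from DMSO-treated cells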
T cell modulator: T cell immune modulation candidate. 2C CD8+ T cell-vesicle binding, flow cytometry; stronger effect = lower value. actives 0.068% (n = 330,000). calls only at 7 µM. AID 2052;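 active = response, share of CD8 T cells binding vesicles, and their 90th percentile fluorescence all below set limits, cut at about 80% in these data, passing the limit was not always enough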
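System: murine 2C transgenic CD8+ T lymphocytes; also added: QL9-loaded Drosophila micro-vesicles; times: binding 1.5 h at 37 °C; measured by: flow cytometry, PE anti-B7-1 (FL2) versus Alexa647 anti-CD8 (FL8), PFA-fixed; control set: Peptide-free naked vesicles (low) and QL9 vesicles with 0.7% DMSO vehicle (high)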
WT yeast gro inh mutant strain: second read-out of WT yeast gro inh, no call of its own (marks repeat the call); inhibition, %; mitochondrial fusion phenotypic screen, mutant strain inhibition
Ins promoter up cell count: second read-out of Ins promoter up, no call of its own (marks repeat the call); cell count; measured here: cytotoxicity, nuclei count;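 total cells summed across four imaged fields per well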
Hep lipid drop cells 6.5 µM: further read-out of Hep lipid drop, marked with its call; cell count; measured here: cell count, cytotoxicity flag;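 cells counted across two imaged fields per well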
b-catenin transl cell count 5 µM: further read-out of b-catenin transl, marked with its call; cell count; measured here: cell count, cytotoxicity flag
T cell modulator vesicle-bound %: also measured in T cell modulator; calls as there; double positive events, %; measured here: CD8+ vesicle-bound cell fraction;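 binding gate set so that unloaded-vesicle control wells show 10% double positive cells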
MT stabilize HCS Hoechst-high %: recorded beside MT stabilize HCS, whose call it bears; % Hoechst-high responders; measured here: nuclear condensation Hoechst responders;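 share of cells brighter than vehicle mean plus two SD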
MT stabilize HCS cytotoxicity %: further read-out of MT stabilize HCS, marked with its call; toxicity, %; measured here: cytotoxicity by cell density;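 0% = mean cell density of plate MIN control wells and 100% = no cells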
Autophagy HCS cell loss 18 h: second read-out of Autophagy HCS, no call of its own (marks repeat the call); toxicity, %; measured here: cell loss, nuclei count;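 cell loss after 18 h compound exposure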
Myeloid diff MLP GFP+ MAC1+ %: further read-out of Myeloid diff MLP, marked with its call; GFP+ MAC1+ double positive, %; measured here: differentiation confirmed by MAC1 staining
* = called active by the depositor; i = inactive; ? = inconclusive; . = not tested or not shown.

no.	compound	Autophagy HCS cell loss 18 h	MT stabilize HCS	MT stabilize HCS cytotoxicity %	T cell modulator vesicle-bound %	WT yeast gro inh	Hep lipid drop cells 6.5 µM	b-catenin transl cell count 5 µM	Autophagy HCS	West Nile virus CPE
1	Cc1c(CC(=O)N2C[C@H]3C[C@@H](C2)c2cccc(=O)n2C3)c(=O)oc2cc(O)c(Cl)cc12	.	.	.	21	.	773	.	.	-0.1%
2	O=C(N/N=C/c1c(O)n(-c2ccccc2)c(=S)[nH]c1=O)c1ccccc1	.	.	.	40	.	754	1271	.	0.5%
3	CC1=CC(=O)C2=C(C)CC(O)C3C(C)C(=O)OC3C12 (configuration not stated)	28	4.1	1.1	23	-3	.	1165	i	-0.2%
4	COc1ccc(N2C(=O)NC(=O)/C(=C/c3cccc(OC(=O)c4cccs4)c3)C2=O)cc1Cl	-3	2.6	4.3	29	-6	686	1071	i	0.3%
5	CCC(=NCc1ccco1)c1c(O)n(C2CCCCC2)c(=O)[nH]c1=O	23	3.6	13	6	18	.	1075	i	-0.5%
6	COCCNC(=O)CN1C2CCC1CC(O)(c1cccnc1)C2 (configuration not stated)	.	.	.	15	.	789	.	.	0.3%
7	Nc1ccccc1C(=O)OCCOc1ccccc1	.	1.6	7.8	57	-5	795	1241	.	0.3%
8	CCCCn1c(=O)c(C(=O)Nc2ccc(C)cn2)c(O)c2ccccc21	.	.	.	56	.	809	.	.	-1.6%
9	COc1cccc(/C=C2\N=C(c3cncc(Br)c3)OC2=O)c1	-10	5.9	2.9	64	7	539	1050	i	-0.2%
10	CCCCOc1ccc(CN2CCN(CCO)CC2)cc1	-8	1.1	7.8	19	12	608	1042	i	-0.4%
11	CC(=NCC1CCCO1)c1c(O)n(-c2ccc(Cl)cc2)c(=O)[nH]c1=O (configuration not stated)	-12	5.0	5.5	16	14	689	1136	i	-0.2%
12	O=C(NCc1cccnc1)NC1CCCCC1	-4	1.3	5.4	.	17	738	1142	i	-0.3%

no.	Myeloid diff MLP GFP+ MAC1+ %	Ins promoter up	Hep lipid drop	T cell modulator	Myeloid diff MLP	b-catenin transl	WT yeast gro inh mutant strain	MT stabilize HCS Hoechst-high %	Ins promoter up cell count
1	2.8	.	-2	i	i	.	.	.	.
2	0.3	-0.27	-24	i	i	0.1	.	.	1084
3	0.7	1.6	.	i	i	-1.6	-9	1.6	1037
4	.	0.31	13	i	.	-4.0	-16	2.4	1397
5	1.1	-1.1	.	i	i	-1.3	25	2.1	1603
6	0.3	.	9	i	i	.	.	.	.
7	0.6	0.09	28	i	i	-1.8	-8	1.8	986
8	0.6	.	-19	i	i	.	.	.	.
9	0.3	0.24	26	i	i	-0.6	4	2.1	1471
10	5.9	0.02	-17	i	i	0.2	29	1.8	1315
11	1.8	0.4	0	i	i	-1.0	22	2.9	752
12	1.7	0.2	7	.	i	2.8	21	0.4	1216

Single records, from the list above. Values in the order: Autophagy HCS cell loss 18 h, MT stabilize HCS, MT stabilize HCS cytotoxicity %, T cell modulator vesicle-bound %, WT yeast gro inh, Hep lipid drop cells 6.5 µM, b-catenin transl cell count 5 µM, Autophagy HCS, West Nile virus CPE, Myeloid diff MLP GFP+ MAC1+ %, Ins promoter up, Hep lipid drop, T cell modulator, Myeloid diff MLP, b-catenin transl, WT yeast gro inh mutant strain, MT stabilize HCS Hoechst-high %, Ins promoter up cell count
COc1ccc(N2C(=O)NC(=O)/C(=C/c3cccc(OC(=O)c4cccs4)c3)C2=O)cc1Cl reads -3, 2.6, 4.3, 29, -6, 686, 1071, i, 0.3%, ., 0.31, 13, i, ., -4.0, -16, 2.4, 1397
CC1=CC(=O)C2=C(C)CC(O)C3C(C)C(=O)OC3C12 (configuration not stated) reads 28, 4.1, 1.1, 23, -3, ., 1165, i, -0.2%, 0.7, 1.6, ., i, i, -1.6, -9, 1.6, 1037
O=C(NCc1cccnc1)NC1CCCCC1 reads -4, 1.3, 5.4, ., 17, 738, 1142, i, -0.3%, 1.7, 0.2, 7, ., i, 2.8, 21, 0.4, 1216
CCCCOc1ccc(CN2CCN(CCO)CC2)cc1 reads -8, 1.1, 7.8, 19, 12, 608, 1042, i, -0.4%, 5.9, 0.02, -17, i, i, 0.2, 29, 1.8, 1315

(list continues)
no.	compound	Autophagy HCS cell loss 18 h	MT stabilize HCS	MT stabilize HCS cytotoxicity %	T cell modulator vesicle-bound %	WT yeast gro inh	Hep lipid drop cells 6.5 µM	b-catenin transl cell count 5 µM	Autophagy HCS	West Nile virus CPE
13	O=P(Nc1cccc(F)c1)(Oc1ccccc1F)Oc1ccccc1F	.	.	.	15	.	774	1300	.	0.8%
14	CSc1nc(N)c(N=Nc2ccc([As](=O)(O)O)cc2)c(=O)[nH]1	.	.	.	55	.	815	1187	.	0.5%
15	O=C1CN=C(c2ccc[nH]2)c2cc(Cl)ccc2N1	.	.	.	39	.	704	1321	.	-0.2%
16	CCCCN1CCC(O)(c2ccccc2)C(C(=O)c2ccccc2)C1 (configuration not stated)	-8	4.9	1.8	44	-8	771	351	i	-0.9%
17	Cc1ccc(C(=O)O)cc1N=Nc1c(O)[nH]c(=O)[nH]c1=O	-5	1.9	11	26	-9	708	1054	i	0.5%
18	O=c1c2ccccc2nc(Cc2ccccc2)n1-c1ccc(O)cc1	4	2.9	7.7	50	-1	708	1627	i	1.3%
19	CC(C)c1ccc(O)c(CN2CCN(c3ccccc3)CC2)c1	16	3.6	4.3	31	13	.	1432	i	-1.2%
20	CN1CCN(C(=O)COc2ccc(S(=O)(=O)Nc3ccc(F)cc3)cc2)CC1	.	.	.	8	.	781	.	.	-0.3%
21	CCn1c(=O)cc(SCC(=O)N2CCC3(CC2)OCCO3)c2ccccc21	12	5.6	2.1	32	-13	.	960	i	1.9%
22	C#CCOc1cc(C2C3=C(COC3=O)Nc3cc4c(cc32)OCO4)ccc1OC (configuration not stated)	80	13*	67*	49	27	.	508*	i	-0.8%
23	COc1ccc(Cn2c(O)c(/C=N/NC(=O)c3ccncc3)c(=O)[nH]c2=O)cc1	.	.	.	41	.	739	1278	.	0.0%
24	Cc1ccccc1C1=NCC(=O)N(CC(=O)N2CCCCC2)c2sc(C)c(C)c21	4	0.9	8.4	26	3	683	1101	i	-0.8%

no.	Myeloid diff MLP GFP+ MAC1+ %	Ins promoter up	Hep lipid drop	T cell modulator	Myeloid diff MLP	b-catenin transl	WT yeast gro inh mutant strain	MT stabilize HCS Hoechst-high %	Ins promoter up cell count
13	0.3	-0.18	-37	i	i	0.3	.	.	1108
14	1.1	-0.14	17	i	i	-3.4	.	.	1281
15	.	-1.7	4	i	.	1.0	.	.	900
16	0.8	.	-17	i	i	5.5	2	2.3	.
17	2.9	0.58	19	i	i	-4.3	2	2.0	1184
18	0.6	0.3	4	i	i	-0.1	-11	1.8	1468
19	0.5	0.72	.	i	i	0.1	19	4.5	1294
20	0.6	.	2	i	i	.	.	.	.
21	3.2	-0.91	.	i	i	-0.3	-37	1.9	1272
22	0.6	-0.41	?	i	i	80*	1	30*	889
23	0.8	0.44	-6	i	i	0.2	.	.	1497
24	3.3	0.78	-36	i	i	-0.2	4	3.1	1914

More entries
no.	compound	Autophagy HCS cell loss 18 h	MT stabilize HCS	MT stabilize HCS cytotoxicity %	T cell modulator vesicle-bound %	WT yeast gro inh	Hep lipid drop cells 6.5 µM	b-catenin transl cell count 5 µM	Autophagy HCS	West Nile virus CPE
25	CCOc1ccc(N=C2SCCCN2C)cc1	-9	4.3	4.8	13	17	722	508	i	-0.7%
26	CCOC(C(=O)OCCC[N+](C)(CC)CC)(c1ccccc1)c1ccccc1	-2	2.2	4.8	21	9	817	1136	i	-0.1%
27	CC(C)N1CCC2(CC1)NC(CO)(CO)CO2	4	1.7	3.3	30	.	.	.	i	0.5%
28	O=C1NC(=O)N(c2ccccc2)C(=O)/C1=C/c1ccoc1	32	3.9	14	52	-5	698	1103	i	-0.4%
29	Cc1ccc(-n2c(CNCc3ccc(F)cc3)nc3ccccc3c2=O)cc1	.	.	.	58	.	794	.	.	-1.3%
30	Cc1ccc2c(c1)N(C(C)C(=O)N1CCC3(CC1)OCCO3)C(=O)CO2 (configuration not stated)	.	.	.	25	.	781	.	.	0.1%

no.	Myeloid diff MLP GFP+ MAC1+ %	Ins promoter up	Hep lipid drop	T cell modulator	Myeloid diff MLP	b-catenin transl	WT yeast gro inh mutant strain	MT stabilize HCS Hoechst-high %	Ins promoter up cell count
25	0.8	.	2	i	i	1.1	2	2.9	.
26	8.8	-0.3	8	i	i	-0.9	13	2.3	879
27	0.7	0.81	.	i	i	.	.	2.0	1205
28	0.2	-0.23	-29	i	i	-2.4	11	2.8	1254
29	0.8	.	-3	i	i	.	.	.	.
30	0.2	.	-2	i	i	.	.	.	.

Bioassay records from PubChem.

Some of the compounds tested; count on the stated rates, not on these rows.
